TcdB GH inh: TcdB glycohydrolase inhibition; TcdB glycohydrolase enzymatic assay, plate reader; 0.24% of 350,000 active; inhibition, % at 9.99 µM; in the data active = inhibition above about 10%
CCHFV vOTU inh: CCHFV vOTU protease inhibition. AID 651958. 0.55% of 370,000 active. inhibition, % at 11.5 µM. Pep-AMC fluorescence; in the data active = inhibition above about 30%; note: 0% = vehicle wells with enzyme and 100% = no enzyme wells
PrPC surface inh: cell surface PrPC inhibition, primary TR-FRET screen; TR-FRET read-out; 0.43% of 370,000 active; AID 720596; inhibition, % at 13.8 µM; P04156; in the data active = inhibition above about 24%; note: 0% = median of the test wells and 100% = reference compound wells
Starred values were filed as active, the others as inactive; & = joins results of further samples.

SMILES	TcdB GH inh	CCHFV vOTU inh	PrPC surface inh
Cc1cc2c(cc1C)-n1nnnc1C(N(C)CCc1ccccc1)C(=O)N2 (stereo unspecified)	0.7	13	5
CN(Cc1cn(Cc2cccc(C(F)(F)F)c2)nn1)C1CN(Cc2cn(Cc3cccc(C(F)(F)F)c3)nn2)S(=O)(=O)C1 (stereo unspecified)	1.8	20	7
O=C(c1cccc(Cl)c1)N1CCC(=O)N([C@H](COCc2ccccc2)Cc2ccccc2)CC1	0.7	11	0
Cc1cc2c(c(=O)o1)[C@@]1(C(=O)N(C)c3ccccc31)C1=C(CC3(CCCCC3)OC1=O)O2	1.1	-4	1
CCOC(=O)[C@]12CCC=C1N(Cc1cccc3ccccc13)C(=O)[C@H](CC(=O)NCCCOC)C2	0.1	-2	-2
COc1ccccc1Cc1c(-c2cccc(Cl)c2)nc2ccc(C)cn12	2.2	2	6
COCCNC(=O)C[C@H]1CC[C@H]2[C@@H](COc3ccc(NC(=O)Nc4cccc(F)c4)cc3C(=O)N2C)O1	0.1	3	1
COc1cccc(-c2cccc3c4c([nH]c23)[C@@H]2C[C@H]3[C@@H](C(=O)N2CC4)[C@H](C)ON3C)c1	2.3	-2	-10
COc1cc(OC)cc(C2=Cc3ccccc3C(CC(=O)c3ccco3)N2c2ccc(-c3cncnc3)cc2)c1 (stereo unspecified)	0.8	10	-21
CC(C)C[C@H]1COc2cc(N3CCCC3)ccc2S(=O)(=O)N1	1.2	1	2
O=S1(=O)CC(N2CCN(CCO)CC2)CN1CCc1ccccc1 (stereo unspecified)	0.2	-11	-7
CCCc1ccc2c(C)cccc2n1	0.9	-5	3
CC(CNC(=O)[C@@H](Cc1ccccc1)NC(=O)CC[C@H]1O[C@@H](n2ccc(=O)[nH]c2=O)[C@H](O)[C@@H]1O)c1ccccc1 (stereo partly specified)	0.1	-4	-6
O=C1NC[C@@H](CCCCN2C[C@H](Cc3ccccc3)N(CCc3ccccc3)C(=O)C2=O)N(Cc2ccccc2)C1=O	0.0	-2	-3
O=C1N(c2ccccc2)c2ccccc2[C@]12C[C@H](O)CO2	1.4	-1	3
CC(=O)C1=C(C)N(Cc2ccccc2)C(=S)NC1c1cccc(Br)c1 (stereo unspecified)	0.2	9	11
CC(C)C[C@H]1CN([C@@H](CC(C)C)CN2CCC[C@H]2CN2C(=O)C(=O)NC[C@@H]2Cc2ccc(O)cc2)C(=O)C(=O)N1CC1CCCCCC1	0.3	1	-5
COC(=O)[C@]12CCCCC=C1N(Cc1ccco1)C(=O)[C@H](CC(=O)NCc1cccs1)C2	-5.5	3	1
O=[N+]([O-])c1nccn1C1C=CC(O)C(CO)O1 (stereo unspecified)	0.7	-8	-3
COc1ncc(-c2c(-c3ccccc3OC)sc3ccccc23)cn1	1.5	1	-2
NCc1ccc(OCCCN2CCC(C(O)(C3=CCCC3)c3ccccc3)CC2)cc1 (stereo unspecified)	0.3	8	-8
COc1cccc(-c2oc3c(c2-c2ccc(OC)nc2)C(O)CCC3)c1 (stereo unspecified)	0.8	-6	0
COc1ccc([C@H]2CC(=O)C[C@@H](CCn3cc(-c4ccccc4)nn3)O2)cc1	0.6	6	4
Cc1ccccc1CN1C(=O)CN(S(C)(=O)=O)CC1(C)C(=O)Nc1ccc2c(c1)OCCO2 (stereo unspecified)	0.9	16	-8
COCCNC(=O)C1C(=O)Nc2ccccc2C(=O)N1C1CCCC1 (stereo unspecified)	-0.1	0	-2
O=c1ccn([C@@H]2O[C@H](CNCc3cccn3-c3nccs3)[C@@H](O)[C@H]2O)c(=O)[nH]1	0.0	2	-1
CC(C)C[C@H]1COc2cc(N3CCSCC3)ccc2S(=O)(=O)N1	-0.4	-2	8
CC1=C(C(=O)N(C(C)C)C(C)C)CC(CC(=O)NCc2cccs2)C(=O)N1Cc1ccc(F)cc1 (stereo unspecified)	-0.7	13	2
O=C(O)c1cc(Cl)n[nH]c1=O	0.4	-4	-4
COc1cccc(-c2cc(CNC(=O)[C@H]3O[C@@H](n4ccc(=O)[nH]c4=O)[C@H](O)[C@@H]3O)no2)c1	1.3	0	1
O=C(c1ccco1)N1CCN(C2CN(C3CCCC3)S(=O)(=O)C2)CC1 (stereo unspecified)	1.4	13	4
COC(=O)[C@@]12C[C@@H](CC(=O)NCc3cccc4ccccc34)C(=O)N(Cc3cccc4ccccc34)C1=CCC(C)(C)C2	1.1	-5	-3
Cc1ccc2nc(-c3ccc(C#N)cc3)c(Cc3ccccc3)n2c1	2.7	-13	-7
CC1CCCCc2nc3c(c(=O)n21)CCCC3 (stereo unspecified)	2.3	-1	-6
O=C(NCc1ccccc1)C1c2ccccc2OCC(=O)N1CCc1c[nH]c2ccccc12 (stereo unspecified)	2.5	11	4
CCOC(=O)[C@]12CCCC=C1N(Cc1ccco1)C(=O)[C@H](CC(=O)NCCCCc1ccccc1)C2	1.4	8	4
CCC(c1nnnn1-c1ccc2c(c1)OCCO2)N1CCN(CCN2CCOCC2)CC1 (stereo unspecified)	-0.2	-2	-1
O=C(NCCN1CCC(n2c(=O)[nH]c3ccccc32)CC1)c1cc(F)cc(F)c1	-1.1	15	-2
CC(C)(C)c1ccc(C(=O)N2CCC(=O)N([C@H](COCc3ccccc3)Cc3ccccc3)CC2)cc1	1.8	-2	-1
O=S1(=O)CC(N2CCN(CCO)CC2)CN1C1CCCC1 (stereo unspecified)	1.4	-1	3
CC(O)(C(=O)c1ccccc1)c1ccccc1 (stereo unspecified)	-0.2	-5	-6
CCOC1=C2CN(S(=O)(=O)c3ccc(C)cc3)[C@H](c3ccc(CC)cc3)C[C@@H]2N(S(=O)(=O)c2ccc(C)cc2)[C@H](c2ccccc2)C1	0.6	0	10
Cc1cccc(N=O)n1	1.1	-2	-1
COC(=O)C[C@@H]1CC[C@H](NS(=O)(=O)c2ccccc2F)[C@@H](CO)O1	-0.8&-0.5	-3	3
COc1cccc(-c2oc3c(c2C#CCCO)C(O)CCC3)c1 (stereo unspecified)	-1.0	-2	-1
CCOc1ccccc1C(=O)NCCN1CCC(n2c(=O)[nH]c3ccccc32)CC1	2.1	-2	-8
O=C(NCc1ccccc1)C1C(c2ccc3c(c2)OCO3)=Nc2ccccc2N1C(=O)c1ccccc1 (stereo unspecified)	0.7	1	0
Cn1ccc2c(-c3cncc4ccccc34)cc3c(c21)C1CCC3C1 (stereo unspecified)	1.4	-5	6
CCN1C(=O)N[C@H]2C[C@@H](c3ccccc3)[C@@H](C)[C@@H](C(=O)N3CCCC3)C[C@H]21	0.7	-8	3
CC(=O)Nc1cccc(Nc2cnccn2)c1	1.0	1	-5
CCOC(=O)[C@]12Cc3cc(OC)ccc3[C@H]1N(CC(=O)OC)C(=O)c1ccccc12	-0.3	-8	0
COc1ccc(-n2nnnc2C(c2ccnc3ccccc23)N2CCC3(CC2)C(=O)NCN3c2ccccc2)cc1 (stereo unspecified)	1.2	6	-1
O=C(/C=C(\Nc1ccc(F)cc1)c1ccccc1)c1ccccc1	1.1	-6	0
COC(=O)[C@]12CCCCC=C1N(Cc1ccc(Cl)cc1Cl)C(=O)[C@H](CC(=O)NCc1cccs1)C2	1.3	8	-1
CC(C)(C)C(c1nc2ccccc2[nH]1)n1c(-c2cccc(S(C)(=O)=O)c2)nc2ccccc21 (stereo unspecified)	-0.3	-6	7
CCOC(=O)C1=CC[C@@H](c2ccncc2)N(S(=O)(=O)c2ccc(C)cc2)C1	3.4	-3	5
COCCCNC(=O)C[C@H]1C[C@@]2(C(=O)OC)C(=C[C@H](C3CCCC3)O[C@@H]2C)N(Cc2ccccc2)C1=O	-3.2	-5	6
CCOC(=O)C1=CCN(S(=O)(=O)c2ccc(Br)cc2)C1c1cccc(Cl)c1 (stereo unspecified)	0.3	3	-1
O=C(NC1CCCC1)[C@@H]1CCCN1C(=O)[C@@H](NC(=O)N1CCOCC1)C1CCCCC1	0.9	-7	-9
O=C(NCCc1ccccc1Cl)[C@@H]1CCCN1C(=O)[C@H](Cc1cccnc1)NC(=O)N1CCOCC1	1.2	-3	-8

Next section
SMILES	TcdB GH inh	CCHFV vOTU inh	PrPC surface inh
O=C(NCc1ccccc1)C1c2ccccc2OCC(=O)N1Cc1cccnc1 (stereo unspecified)	3.5	7	-2
CC(C)C(C(=O)NCc1ccccc1)N1CCN(c2ccccc2F)CC1 (stereo unspecified)	0.1	-3	-3
O=c1[nH]c(=S)[nH]c2c1C(c1ccc(F)cc1)OC(CCOCc1ccccc1)C2 (stereo unspecified)	1.9	2	-5
O=c1ccn([C@@H]2O[C@H](CNCc3ccccc3OCc3ccc(Cl)cc3Cl)[C@@H](O)[C@H]2O)c(=O)[nH]1	2.2	-2	-6
Cc1cccc(CN2CCN(C3CN(Cc4cn(Cc5ccccc5)nn4)S(=O)(=O)C3)CC2)c1 (stereo unspecified)	-2.8	-9	0
COc1ccc(C2=CC(=O)CC(C)(C)C2=O)cc1	-0.5	-3	-1
COC(=O)C1(C(=O)OC)C[C@H](c2ccc(OC)cc2)N(Cc2ccccc2OC)[C@@H]1c1ccc(OC)cc1	1.1	7	0
C=CCCC[C@@H]1OC(=O)CNC(=O)C([C@@H](C)CC)NC(=O)[C@@H]2CCCN2C(=O)C([C@@H](C)CC)OC(=O)[C@H](Cc2ccccc2)N(C)C(=O)[C@H](C(C)C)NC(=O)C1(C)C (stereo partly specified)	2.2	22	0
CC(C)C[C@@H]1COc2cc(N3CC[C@H](O)C3)ccc2S(=O)(=O)N1	-1.1	8	-9
CSCc1cc(C(=O)NCCN2CCOCC2)c(N)s1	-0.9	-2	6
Nc1[nH]c(C(=O)c2ccc(Br)cc2)c(-c2cccc3ccccc23)c1C(=O)NCCc1c[nH]c2ccccc12	1.7	-2	-7
O=C(N[C@@H]1CC[C@@H](CCn2cc(-c3ccccc3)nn2)O[C@@H]1CO)c1cnccn1	0.1&-0.6	-8	-7

An excerpt from further up, as a working copy:
SMILES	TcdB GH inh	CCHFV vOTU inh	PrPC surface inh
COCCCNC(=O)C[C@H]1C[C@@]2(C(=O)OC)C(=C[C@H](C3CCCC3)O[C@@H]2C)N(Cc2ccccc2)C1=O	-3.2	-5	6
CCOC(=O)C1=CCN(S(=O)(=O)c2ccc(Br)cc2)C1c1cccc(Cl)c1 (stereo unspecified)	0.3	3	-1
O=C(NC1CCCC1)[C@@H]1CCCN1C(=O)[C@@H](NC(=O)N1CCOCC1)C1CCCCC1	0.9	-7	-9
O=C(NCCc1ccccc1Cl)[C@@H]1CCCN1C(=O)[C@H](Cc1cccnc1)NC(=O)N1CCOCC1	1.2	-3	-8
O=C(NCc1ccccc1)C1c2ccccc2OCC(=O)N1Cc1cccnc1 (stereo unspecified)	3.5	7	-2
CC(C)C(C(=O)NCc1ccccc1)N1CCN(c2ccccc2F)CC1 (stereo unspecified)	0.1	-3	-3
O=c1[nH]c(=S)[nH]c2c1C(c1ccc(F)cc1)OC(CCOCc1ccccc1)C2 (stereo unspecified)	1.9	2	-5
O=c1ccn([C@@H]2O[C@H](CNCc3ccccc3OCc3ccc(Cl)cc3Cl)[C@@H](O)[C@H]2O)c(=O)[nH]1	2.2	-2	-6
Cc1cccc(CN2CCN(C3CN(Cc4cn(Cc5ccccc5)nn4)S(=O)(=O)C3)CC2)c1 (stereo unspecified)	-2.8	-9	0
COc1ccc(C2=CC(=O)CC(C)(C)C2=O)cc1	-0.5	-3	-1
COC(=O)C1(C(=O)OC)C[C@H](c2ccc(OC)cc2)N(Cc2ccccc2OC)[C@@H]1c1ccc(OC)cc1	1.1	7	0
C=CCCC[C@@H]1OC(=O)CNC(=O)C([C@@H](C)CC)NC(=O)[C@@H]2CCCN2C(=O)C([C@@H](C)CC)OC(=O)[C@H](Cc2ccccc2)N(C)C(=O)[C@H](C(C)C)NC(=O)C1(C)C (stereo partly specified)	2.2	22	0
CC(C)C[C@@H]1COc2cc(N3CC[C@H](O)C3)ccc2S(=O)(=O)N1	-1.1	8	-9

(list continues)
SMILES	TcdB GH inh	CCHFV vOTU inh	PrPC surface inh
COc1ccc(C(C(=O)NC(C)(C)C)n2c(=O)c(-c3ccco3)nc3ccccc32)cc1 (stereo unspecified)	-0.1	12	-2
Cc1cn2c(=O)c3ncn(C4OC(CO)C(O)C4O)c3n(C)c2n1 (stereo unspecified)	-0.4	-5	2
COc1ccccc1CCn1cnc(-c2ccccc2F)c1CC(C)C	2.0	45*	16
COCc1cc(N2CCN(C(=O)OC(C)(C)C)C[C@@H]2C)ccc1N1CCN(Cc2ccccc2)[C@@H](C)C1	1.0	15	-3
CC(C)N1CC(=O)N2CSCC2C1=O (stereo unspecified)	0.1	1	11
O=[N+]([O-])c1nccn1CCCCCCN1CCOCC1	0.3	5	-12
CSCCC(c1nc2ccccc2[nH]1)n1c(=O)c(-c2cccnc2)nc2ccccc21 (stereo unspecified)	1.4	9	-6
O=C(C[C@@H]1CC[C@@H](NC(=O)Nc2cccc(F)c2)[C@@H](CO)O1)NCC1CCCCC1	-1.7&-0.2	-5	-4
CCOC(=O)CC1(CCc2ccccc2)Oc2ccccc2N1S(=O)(=O)c1ccc(C)cc1 (stereo unspecified)	0.2	22	-3
COc1ccccc1NC(=O)N(C)C[C@H]1OCc2cn(nn2)CCCC(=O)N([C@H](C)CO)C[C@@H]1C	0.3&-0.1	3	1
CCC(CC)CN1CCC(CN2C(=O)C(=O)NC[C@@H]2CC(C)C)CC1	1.1	-2	-2
CCCc1nc2ccccc2n1C(CCSC)C(=O)NC(C)(C)C (stereo unspecified)	-5.7	0	9
Cc1cc(Br)cn2c(Cc3ccccc3)c(-c3ccc(Cl)cc3)nc12	0.5	3	9
CCC(c1nc2ccccc2[nH]1)n1c(=O)c(-c2cccs2)nc2ccccc21 (stereo unspecified)	0.9	-10	6
COc1cccc(CNC(=O)[C@H]2CCCN2C(=O)[C@H]2CCCN2C(=O)c2ccccc2C(F)(F)F)c1	0.1	-1	-6
COC(=O)C1=C(C)N(Cc2ccc(Cl)cc2)C(=S)NC1c1ccc(F)cc1 (stereo unspecified)	1.5	1	7
COc1ccc(CN2C(=O)CCC2(C)c2nnnn2-c2ccc3c(c2)OCCO3)cc1OC (stereo unspecified)	1.2	6	-2
CO[C@H]1CN(C)C(=O)c2ccc(NC(=O)c3ccc4c(c3)OCO4)cc2OC[C@H](C)N(CC2CC2)C[C@@H]1C	0.5	-4	3

Compound activity as filed in PubChem BioAssay.

Only part of the results is shown; the hit share may differ from the screen's.
